Source: PubChem (National Center for Advancing Translational Sciences (NCATS))
IL1B secr inh: inhibitors of inflammasome signaling (IL-1 beta secretion); THP-1 LPS/ATP IL-1B secretion, AlphaLISA, 16 h; active compounds read low; activity change, % at 57.5 µM; actives 4.7% (n = 360,000); in the data active = activity change below about -50%; inconclusive = mostly about -30% to -49%; also: % is scaled to controls: 0 for no effect and ±100 for the full control effect
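Secreted IL-1B measured by AlphaLISA bead assay after 16 h compound exposure of THP-1 cells; compounds (final up to 57.5 uM) added 1 h before LPS (250 ng/mL) and ATP (1.25 mM) stimulation; lower signal means less secretion.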
ATXN viability: reduces viability in counter-screen for ATXN expression inhibitors. AID 651635. actives 0.49% (n = 400,000). S2 cells (HEK-293 line with an ATXN2-luciferase reporter) viability, CellTiter-Fluor protease fluorescence, 24 h. Potency, µM (top dose mostly 56.7 µM), hits mostly cytotoxic; also: potency is read from the fitted curve at half-maximal effect; nearly all actives have a fitted effect of over 40% in size
ATXN2 expr inh: ATXN2 expression inhibition; HEK-293 ATXN2-luciferase reporter, luminescence, 24 h; actives 0.72% (n = 360,000); Potency, µM (series often up to 57 µM), for inactives: at the top dose activity change, negative = inhibition, hits mostly inhibitors; AID 1745845; also: potency is read from the fitted curve at half-maximal effect; % is scaled to controls: 0 for no effect and ±100 for the full control effect; nearly all actives have a fitted effect of over 55% in size
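qHTS (up to 57 uM final) was run with 24 h compound exposure of reporter cells at 37 °C. Each well was multiplexed: SteadyGlo luminescence measured ATXN2-luciferase expression after a fluorogenic Gly-Phe-AFC viability readout (25 uM final).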
KB-V1 cytotox: kills drug-selected multidrug resistant KB-V1 cells; Potency, µM (doses to about 46.1 µM), inactives show at the highest dose activity change, negative = cytotoxicity, actives largely listed as cytotoxic; KB-V1 MDR cells viability, CellTiter-Glo, 72 h; actives 3.4% (n = 400,000); AID 1347076; also: potency is read from the fitted curve at half-maximal effect; % is scaled to controls: 0 for no effect and ±100 for the full control effect; nearly all actives have a fitted effect of over 60% in size
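Cells of the MDR subline KB-V1 are plated, dosed with compound at multiple concentrations, and incubated 72 h at 37 degrees C; CellTiter-Glo is then added and luminescence read after 10 min.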
KB-3-1 tox: kills parental KB-3-1 adenocarcinoma cells; Potency, µM (highest dose often 46.1 µM), for inactives: at the highest dose activity change, negative = cytotoxic, usual class: cytotoxic; AID 1347075; actives 1.4% (n = 400,000); KB-3-1 viability, CellTiter-Glo ATP luminescence, 72 h; also: potency is read from the fitted curve at half-maximal effect; % is scaled to controls: 0 for no effect and ±100 for the full control effect; nearly all actives have a fitted effect of over 60% in size
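72 h, 37 °C compound treatment of KB-3-1 parental cells; CellTiter-Glo added, 10 min, luminescence read. Data corrected against DMSO-only plates and normalized before curve fitting.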
HT1080NT lethal: kills 2HG-producing HT-1080-NT fibrosarcoma cells; actives 1.6% (n = 360,000); AID 686970; Potency, µM (series often up to 46.1 µM), for the others: at the highest dose activity, negative = less viability, hits mostly cytotoxic; HT-1080-NT fibrosarcoma viability, CellTiter-Glo ATP luminescence, 48 h;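 also: NT is the 2HG producing partner of a matched IDH1 knockdown line; potency is read from the fitted curve at half-maximal effect; 0% = DMSO-treated cells and -100% = media-only wells without cells; nearly all actives have a fitted effect of over 55% in size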
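HT-1080-NT; 750 cells/well; 5% FBS RPMI; 48 h compound, 37 degrees C; CellTiter-Glo luminescence; curve fitting and curve-class assignment.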
MCF10A rerep: DNA re-replication induction in MCF 10a cells; Potency, µM (titrated, usually from 46.1 µM), inactives show at the top dose activity, positive = re-replication, usual class: activators; MCF 10A DNA re-replication, Hoechst nuclear intensity, 48 h; actives 2.9% (n = 350,000); also: potency is read from the fitted curve at half-maximal effect; % of control where 0% means no effect; nearly all actives have a fitted effect of over 50% in size
SW480 rereplic: DNA re-replication induction in SW480 cells | actives 1.8% (n = 340,000) | AID 624297 | SW480 DNA re-replication, Hoechst DNA content imaging, 48 h | Potency, µM (doses to about 46.1 µM), for the others: at the top dose re-replication activation, most hits filed as activators; also: potency is read from the fitted curve at half-maximal effect; % of control where 0% means no effect; nearly all actives have a fitted effect of over 55% in size
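Image-based DNA-content assay: after two days of treatment, nuclei were labelled with the DNA dye Hoechst and imaged, and hits were compounds raising the count of nuclei showing high fluorescence intensity.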
HT1080 IDH1KD tx: toxicity to HT-1080 IDH1 knockdown cells (counter line). HT-1080 IDH1 knockdown viability, ATP luminescence, 48 h. Potency, µM (top dose mostly 46.1 µM), for inactives: at the top dose activity, negative = toxicity, usual class: cytotoxic. actives 2% (n = 360,000);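 also: potency is read from the fitted curve at half-maximal effect; 0% = DMSO wells and -100% = cell-free medium wells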
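Luminescent ATP read-out (CellTiter-Glo, 10 min at room temperature) after 48 h compound exposure at 37 °C gave viability of IDH1-knockdown HT-1080 cells. Activity was normalised to DMSO and cell-free wells, then fitted as concentration-response curves.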
Active calls of the source: *; i = inactive; ? = inconclusive; · = not tested or not shown; ! = repeats disagree; [ ] = remark or other dose. Unless noted, calls follow the shape of the dose curve; as a rule, active = well fitted curve in the direction sought with a large enough effect; inconclusive = small, poorly fitted or top-dose-only effect, or another doubt; inactive = no such curve, though single readings can be large; an effect the other way counts as inactive or inconclusive.

#	Compound	IL1B secr inh	ATXN viability	ATXN2 expr inh	KB-V1 cytotox	KB-3-1 tox
1	COc1ccc2c(c1)OC1(C)CC2C(C(=O)c2ccccc2OC)C(=O)N1 (stereo unspecified)	19.8	i	6.1%	0.0%	?
2	COc1ccccc1C(=O)N/C(=C/c1ccc(Br)cc1)C(=O)N1CCOCC1	8.0	i	·	?	4.5%
3	CCOCCOC(=O)c1ccc(-n2cncn2)nc1	4.0	i	2.6%	22.8%	-3.4%
4	CCOC(=O)C(=O)/C(C#N)=C/Nc1ccc(F)cc1	18.4	i	1.5%	15.2%	15.4%
5	Cc1cccc(NC(=O)CN(C)C(=O)c2ccc3ccccc3n2)c1C	10.4	i	33.5%[activator]	-18.5%	0.3%
6	Cc1ccc(S(=O)(=O)Nc2cc(C)c(O)cc2C)cc1	-6.4	i	-4.1%	-13.1%	-28.0%
7	Cn1c(=O)c(S(=O)C2CCCCC2)c(O)c2ccccc21 (stereo unspecified)	31.1	i	·	3.1%	1.8%
8	CN(C(=O)COC(=O)/C=C/c1ccc2ccccc2n1)c1c(N)n(Cc2ccccc2)c(=O)[nH]c1=O	-55.5*	i	-12.5%	-1.5%	13.2%
9	O=C(OCC(=O)N1CCCc2ccccc21)c1ccc(Br)o1	12.4	i	-2.1%	0.0%	-0.6%
10	CCC(/C=C1\Oc2ccc(OC)cc2N1C)=C\c1sc2ccccc2[n+]1CCCS(=O)(=O)[O-]	1.4	?	-7.5%[2.22 µM]	0.5%	-10.6%
11	O=C1NN(c2ccccc2)C(=O)/C1=C/c1ccc(-c2ccc(C(=O)O)cc2)o1	36.7	i	-0.6%	24.4%	16.7%
12	O=C(O)CCCCCCCCc1cn(Cc2ccc(C(=O)c3ccccc3)cc2)nn1	74.3	i	-13.9%	9.2µM*!	4.61µM*!

#	HT1080NT lethal	MCF10A rerep	SW480 rereplic	HT1080 IDH1KD tx
1	25.0%	8.8%	-2.7%	14.6%
2	-2.6%	·	·	-2.0%
3	-4.0%	-2.2%	2.3%	0.1%
4	16.5%	1.2%	-2.7%	12.0%
5	3.6%	0.2%	-9.6%	3.1%
6	0.1%	7.2%	21.9%	-13.6%
7	-2.8%	-0.5%	-13.5%	4.0%
8	-0.2%	?	15.5%	5.8%
9	-0.9%	?	-8.2%	1.8%
10	-15.5%	-0.8%	6.3%[1.84 µM]	-14.0%
11	6.8%	6.7%	?	1.5%
12	3.66µM*	?	5.8µM*	4.61µM*

Next results.
#	Compound	IL1B secr inh	ATXN viability	ATXN2 expr inh	KB-V1 cytotox	KB-3-1 tox
13	CC(=O)c1cccc(NC(=O)CCc2nnc3ccc(N4CCN(C)CC4)nn23)c1	-22.9	i	·	26.5%	1.1%
14	O=C(c1cccc([N+](=O)[O-])c1)N1CCCN(C(=O)c2cccc([N+](=O)[O-])c2)CC1	0.0	i	14.0%	9.3%	4.9%
15	COc1ccc(Cc2nnc(SCC(=O)NC(C)c3ccccc3)o2)cc1 (stereo unspecified)	14.5	i	-6.0%	20.6µM*	0.0%
16	CCOC(=O)[C@H]1[C@H]2COc3ccc(Cl)cc3[C@@H]2N2C(=O)CN(Cc3ccc(OC)cc3)C(=O)[C@@]12C	-11.4	i	-0.8%	-2.9%	-15.6%
17	O=C(NN=C1C2CC3CC(C2)CC1C3)c1cccs1	-8.2	i	8.2%	4.4%	0.6%
18	COc1ccc(C(=O)NCC(c2ccc3c(c2)OCO3)N2CCN(C)CC2)cc1OC (stereo unspecified)	·	i	-0.3%	-17.5%	4.3%
19	Cc1cc(NS(=O)(=O)c2ccc(NC(=O)CCCOc3ccccc3C)cc2)no1	9.6	i	46.7%[activator]	7.7%	14.8%
20	CCOc1ccc(OCCC(=O)OCC(=O)c2c(N)n(C)c(=O)n(C)c2=O)cc1	6.4	i	2.0%	0.3%	-3.7%

#	HT1080NT lethal	MCF10A rerep	SW480 rereplic	HT1080 IDH1KD tx
13	1.4%	?	?	-2.4%
14	3.2%	8.2%	-4.4%	15.9%
15	1.6%	8.3%	-0.7%	4.8%
16	0.0%	?	25.9%	-2.6%
17	10.2%	12.5%	-2.7%	-7.5%
18	·	·	·	·
19	4.4%	0.0%	-77.9%[inhibitor]	5.6%
20	-0.4%	1.8%	-5.0%	1.2%

Among those listed so far, these have an aryl methoxy group.
#	Compound	IL1B secr inh	ATXN viability	ATXN2 expr inh	KB-V1 cytotox	KB-3-1 tox
1	COc1ccc2c(c1)OC1(C)CC2C(C(=O)c2ccccc2OC)C(=O)N1 (stereo unspecified)	19.8	i	6.1%	0.0%	?
2	COc1ccccc1C(=O)N/C(=C/c1ccc(Br)cc1)C(=O)N1CCOCC1	8.0	i	·	?	4.5%
10	CCC(/C=C1\Oc2ccc(OC)cc2N1C)=C\c1sc2ccccc2[n+]1CCCS(=O)(=O)[O-]	1.4	?	-7.5%[2.22 µM]	0.5%	-10.6%
15	COc1ccc(Cc2nnc(SCC(=O)NC(C)c3ccccc3)o2)cc1 (stereo unspecified)	14.5	i	-6.0%	20.6µM*	0.0%
16	CCOC(=O)[C@H]1[C@H]2COc3ccc(Cl)cc3[C@@H]2N2C(=O)CN(Cc3ccc(OC)cc3)C(=O)[C@@]12C	-11.4	i	-0.8%	-2.9%	-15.6%
18	COc1ccc(C(=O)NCC(c2ccc3c(c2)OCO3)N2CCN(C)CC2)cc1OC (stereo unspecified)	·	i	-0.3%	-17.5%	4.3%

#	HT1080NT lethal	MCF10A rerep	SW480 rereplic	HT1080 IDH1KD tx
1	25.0%	8.8%	-2.7%	14.6%
2	-2.6%	·	·	-2.0%
10	-15.5%	-0.8%	6.3%[1.84 µM]	-14.0%
15	1.6%	8.3%	-0.7%	4.8%
16	0.0%	?	25.9%	-2.6%
18	·	·	·	·

No enrichment for hits. About 11% of those tested had a hit in this group.
